Assay outcomes as filed in PubChem.
Growth percent in the NCI-60 one-dose screen (48 h, 10 µM unless noted): 100 = growth as untreated, 0 = no growth, -100 = all killed.
ACHN: ACHN renal cancer | 4.9% of 81,000 active | AID 1794771
OVCAR-4: OVCAR-4 ovarian cancer cells; 3.7% of 80,000 active; AID 1794784
OVCAR-5: OVCAR-5 ovarian cancer | AID 1794783 | 2.9% of 82,000 active
OVCAR-3: OVCAR-3 ovarian cancer. 7% of 79,000 active
IGROV1: IGROV1 ovarian cancer; AID 1794786; 4.7% of 79,000 active
SK-OV-3: SK-OV-3 ovarian cancer cells. 3.2% of 80,000 active. AID 1794785
A498: A498 renal cancer cells | 5.4% of 76,000 active
RXF 393: RXF 393 renal cancer cells. AID 1794773. 6.9% of 77,000 active
OVCAR-8: OVCAR-8 ovarian cancer; 4.4% of 81,000 active; AID 1794782
* marks the source's active call; other numbers are inactive results; nt = no result given; & = joins results of further samples; [ ] = another dose, or the depositor's remark. The calls were made as follows: active = growth percent below 10; inactive = the rest. Random draw from the library; 11% or so of the library scored in one or more.

The opening five compounds as a preview:
SMILES | ACHN | OVCAR-4 | OVCAR-5 | OVCAR-3 | IGROV1 | SK-OV-3 | A498 | RXF 393 | OVCAR-8
NC(C(=O)O)C(O)c1ccco1 (centres undefined) | 113 | 114 | 108 | 117 | 124 | 107 | 95 | 105 | 103
NS(=O)(=O)c1ccc(NC(=S)Nc2ccc(S(=O)(=O)Nc3nccs3)cc2)cc1 | 101 | 102 | 104 | 116 | nt | 107 | nt | 99 | 105
COc1cc(/C=C2\C(=O)N(c3cccc(Cl)c3)N=C2C)cc(OC)c1O | 98 | 93 | 111 | 98 | 98 | 96 | 82 | 89 | 94
CNC(=O)c1cc(Oc2cccc3nc(Nc4ccc(F)c(F)c4)ccc23)ccn1 | 72 | 29 | 87 | 79 | 76 | 74 | 99 | 83 | 63
Fc1ccccc1NC(=S)c1ccccc1 | 108 | 101 | 96 | nt | 108 | 109 | 93 | 127 | 101

The list itself, repeating the preview:
SMILES | ACHN | OVCAR-4 | OVCAR-5 | OVCAR-3 | IGROV1 | SK-OV-3 | A498 | RXF 393 | OVCAR-8
NC(C(=O)O)C(O)c1ccco1 (centres undefined) | 113 | 114 | 108 | 117 | 124 | 107 | 95 | 105 | 103
NS(=O)(=O)c1ccc(NC(=S)Nc2ccc(S(=O)(=O)Nc3nccs3)cc2)cc1 | 101 | 102 | 104 | 116 | nt | 107 | nt | 99 | 105
COc1cc(/C=C2\C(=O)N(c3cccc(Cl)c3)N=C2C)cc(OC)c1O | 98 | 93 | 111 | 98 | 98 | 96 | 82 | 89 | 94
CNC(=O)c1cc(Oc2cccc3nc(Nc4ccc(F)c(F)c4)ccc23)ccn1 | 72 | 29 | 87 | 79 | 76 | 74 | 99 | 83 | 63
Fc1ccccc1NC(=S)c1ccccc1 | 108 | 101 | 96 | nt | 108 | 109 | 93 | 127 | 101
CCOC(=O)c1c(C)nc2c(c1N)CC(=O)N2Cc1ccc(C)cc1 | 87 | 87 | 105 | 102 | 104 | 97 | 83 | 118 | 92
OCCn1cc(-c2nc(-c3c[nH]c4ncccc34)cs2)c2cc(F)ccc21 | 66 | 52 | 84 | 81 | 45 | 70 | 23 | 51 | 80
CSc1nn2c(=O)c3c4c(sc3nc2n1-c1ccc(C)cc1)CN(C)CC4 | 103 | 105 | 98 | 116 | 100 | 99 | nt | 117 | 100
C=C(C)[C@@H]1CC[C@]2(C(N)=O)CC[C@]3(C)[C@H](CC[C@@H]4[C@@]5(C)C/C(=C/c6ccncc6)C(=O)C(C)(C)[C@@H]5CC[C@]43C)[C@@H]12 | 71 | 57 | 94 | 67 | 77 | 64 | 89 | 81 | 61
COc1ccc(-n2c(-c3csc(N)n3)n[nH]c2=S)c(OC)c1 | 102 | 108 | 101 | 99 | 110 | 93 | 97 | 125 | 100
c1ccc(N=C2c3ccccc3-c3ccccc32)cc1 | 92 | 104 | 101 | 110 | 93 | 95 | 79 | 102 | 102
Cn1c(N)c(C(=O)/C=C/c2ccccc2)c(=O)n(C)c1=O | 96 | 98 | 96 | 119 | 94 | 99 | 101 | nt | 95
C(COC1CC2CC1C1C2CC2OC21)OC1CC2CC1C1C2CC2OC21 (centres undefined) | 105 | 99 | 109 | 108 | 109 | 111 | 76 | 100 | 97
Cc1nc2cc(Nc3nc(NCCN)nc(Nc4ccc(F)cc4)n3)ccc2n1Cc1ccccc1 | 97 | 77 | 106 | 87 | 81 | 96 | 67 | 72 | 89
COc1c(/C(C)=N/N=c2sc(C(C)=O)nn2-c2ccc(C)cc2)c(Oc2ccccc2)c(OC)c2occc12 | 105&97 | 105&104 | 100&97 | 104&101 | 104&101 | 120&148 | 76&80 | 106&108 | 103&104

A draw from above in order of number of heavy atoms, high to low.
SMILES | ACHN | OVCAR-4 | OVCAR-5 | OVCAR-3 | IGROV1 | SK-OV-3 | A498 | RXF 393 | OVCAR-8
Cc1nc2cc(Nc3nc(NCCN)nc(Nc4ccc(F)cc4)n3)ccc2n1Cc1ccccc1 | 97 | 77 | 106 | 87 | 81 | 96 | 67 | 72 | 89
CNC(=O)c1cc(Oc2cccc3nc(Nc4ccc(F)c(F)c4)ccc23)ccn1 | 72 | 29 | 87 | 79 | 76 | 74 | 99 | 83 | 63
Cn1c(N)c(C(=O)/C=C/c2ccccc2)c(=O)n(C)c1=O | 96 | 98 | 96 | 119 | 94 | 99 | 101 | nt | 95

Later entries.
SMILES | ACHN | OVCAR-4 | OVCAR-5 | OVCAR-3 | IGROV1 | SK-OV-3 | A498 | RXF 393 | OVCAR-8
O=C(c1cccc(F)c1)n1ccc2cc(NC(=S)Nc3cccnc3)ccc21 | 103 | 103 | 101 | 107 | 97 | 105 | 92 | 108 | 102
CC(=O)OCCCN1C=C/C(=C\C(=O)n2ccc3ccccc32)c2ccccc21 | 93 | 72 | 102 | 102 | 79 | 83 | 115 | 106 | 100
N#Cc1c(Nc2cccc(Cl)c2)sc(C(=O)c2cc3cc(Cl)ccc3o2)c1N | 112 | 93 | 86 | 111 | -8.0* | 98 | 128 | 105 | 67
C=C[C@H]1[C@H](O[C@@H]2OC(CO)[C@@H](O)[C@H](O)C2OC(=O)c2c(O)cc(O)cc2-c2cccc(O)c2)OC=C2C(=O)OCC[C@H]21 (some centres undefined) | 105 | 108 | 100 | 112 | 101 | 96 | 106 | 104 | 102
Cn1c(N)c(N=O)c(=O)[nH]c1=O | 100 | nt | 106 | 112 | 107 | 115 | 111 | 114 | 104
O=C(c1c[nH]c(=O)c(-c2ccccc2)c1)c1ccccc1O | 83 | 96 | 89 | 98 | 83 | 84 | 77 | 82 | 86
C=C(C)[C@@H]1CC[C@]2(C=O)CC[C@]3(C)[C@H](CC[C@@H]4[C@@]5(C)CCCNC(C)(C)[C@@H]5CC[C@]43C)[C@@H]12 | 88 | 82 | 93 | 77 | 51 | 106 | nt | 86 | 91
C/C(=C\CCc1ccoc1)CC/C=C(\C)CCCN1CCCCC1 | 95 | 83 | 91 | 74 | 95 | 93 | 80 | 86 | 94
CCCCc1nc(Cl)c(C2CC(c3ccc(C(F)(F)F)cc3)=NN2c2cc(Cl)cc(Cl)c2)[nH]1 (centres undefined) | 94 | 85 | 93 | 93 | 85 | 90 | 105 | 100 | 88
CCN(CC)CCCNCc1cc(-c2ccccc2)nc2ccccc12 | 101 | 56 | 109 | 36 | nt | 92 | 75 | 78 | 35
COc1cc(-c2c(C#N)nnn2-c2cc(OC)c(OC)c(OC)c2)cc(OC)c1OC | 102 | 92 | 100 | 109 | 111 | 100 | 103 | 94 | 90
Cc1ccc(N=Nc2c(N)nn3c(-c4ccc(C)cc4)c(-c4nc5ccccc5s4)c(N)nc23)cc1 | 100 | 106 | 100 | 101 | 93 | 107 | 74 | 94 | 97
CC(=O)CSc1nc(-c2cnccn2)cc(-c2cccs2)c1C#N | 74 | 88 | 101 | 98 | 82 | 94 | 67 | 83 | 90
COc1ccc(N=C2NN=C(c3ccccc3)CS2)cc1 | 109 | 94 | 90 | 108 | nt | 107 | 118 | 55 | 102
CCCCN1C(=O)c2cccc3c(-c4ccc(-c5nc6c7ccccc7c7ccccc7c6[nH]5)cc4)ccc(c23)C1=O | 106 | 98 | 96 | 104 | 97 | 108 | 97 | nt | 100
Cc1ccc(S(=O)(=O)Nc2ccc3ccccc3c2[N+](=O)[O-])cc1 | 96 | 104 | 109 | 97 | 119 | 104 | 89 | 114 | 95
COCCNC(=O)Nc1ccc2nc(-c3cccs3)c(-c3cccs3)nc2c1 | 89 | 98 | 88 | 106 | 89 | 99 | 34 | 82 | 93
O=C1/C(=C/c2c[nH]c(=O)[nH]c2=O)SC(=S)N1Cc1ccccc1 | 102 | 105 | 99 | 108 | 102 | 103 | 100 | 110 | 100
c1cc2nc(-c3cn[nH]c3)c3c(c2cc1-c1cn[nH]c1)C1CCC3C1 (centres undefined) | 45 | 84 | 68 | 76 | 49 | 60 | -6.1* | 15 | 59
CCCCSc1nnc(-c2c(C)nc3ccc(Cl)cn23)o1 | 80 | 64 | 119 | 99 | 56 | nt | 85 | nt | 88
CCN(CC)CCOC(=O)Nc1cc(C)cc(C)c1 | 108[100 µM] | 108[100 µM] | 121[100 µM] | 108[100 µM] | 114[100 µM] | 94[100 µM] | 114[100 µM] | 97[100 µM] | 107[100 µM]
O=C(Nc1cccc(C2=NCCN2)c1)c1ccc(OCCCOc2ccc(C(=O)Nc3cccc(C4=NCCN4)c3)cc2)cc1 | 75 | 13 | 25 | 5.7* | -40* | 32 | nt | -20* | 55
CC1=NC(C)(C)CC2CCC(O)C12 (centres undefined) | 98 | 104 | 97 | 113 | 125 | 109 | nt | 110 | 109
COc1ccc(NC(=O)CSc2nnc(-c3cc(F)c(Cl)cc3Cl)n2N)cc1 | 105 | 105 | 84 | 103 | 102 | 105 | 90 | 99 | 99
COc1ccc(OC)c(/C=N/NC(=O)Cn2c(-c3ccc(C)cc3)nc3cc4nc5ccccc5nc4cc32)c1 | 96 | 106 | 98 | 93 | 97 | 97 | 106 | 112 | 95
O=C(N/N=C\c1cc([N+](=O)[O-])ccc1O)C(=O)N/N=C\c1cc([N+](=O)[O-])ccc1O | 104 | nt | 105 | 113 | 88 | 101 | 110 | 127 | 107
CN(CCn1ccnc1[N+](=O)[O-])c1ccc(C=O)cc1 | 106 | 105 | 113 | 127 | 107 | 114 | 108 | 110 | 105
CC(C)=CC=C(C)C | 115 | 116 | 120 | 101 | 111 | 114 | 98 | 124 | 104
NC(N)=N/N=C/Cc1ccccc1 | 100 | 88 | 98 | 109 | 75 | 110 | 92 | 105 | 100
N#CC1=C(N)Oc2cc(N)ccc2C1c1ccc(F)cc1 (centres undefined) | 99 | 94 | 97 | 97 | 69 | 85 | 65 | 75 | 99
OCCN(CCO)c1ccc2c(c1)Cc1ccccc1-2 | 97 | 98 | 109 | 103 | 103 | 75 | nt | nt | 106
CCCCCCN(CCCCCC)C(F)(F)C(=O)Nc1ccc(S(=O)(=O)c2ccc(NC(=O)C(F)(F)N(CCCCCC)CCCCCC)cc2)cc1 | 84 | 60 | 87 | 44 | 57 | 77 | 89 | 95 | 82
CC(=O)Nc1cccc(CC(=S)N2CCOCC2)c1 | 109 | 123 | 111 | 112 | 123 | 107 | 85 | 116 | 106
CN(C)C(=S)SCc1cccs1 | 108 | 98 | 106 | 110 | nt | 107 | 94 | 113 | 107
Cn1c(=O)c2c3c(oc2c2ccccc21)C(=O)c1ccccc1C3=O | 75 | 4.4* | 120 | 22 | 69 | 94 | 93 | 101 | 85
C#CCOc1c(OC)cc(C(=O)/C(C)=C/c2cccc(N=[N+]=[N-])c2)cc1OC | 32 | 56 | 43 | -0.6* | 33 | 32 | 23 | -8.6* | 29
Cc1nc2ccccc2c(=O)n1-c1ccc2c(c1)nc(C)n2Cc1ccccc1 | 99 | 92 | 94 | 102 | 105 | 85 | 94 | 109 | 107
COC1OC(C)(C(OC)OC)CCC1C (centres undefined) | 98 | nt | 96 | 114 | 97 | 96 | 104 | 106 | 103
Nc1ccc(NC(=O)c2cc(Cl)ccc2O)c(Cl)c1 | 102&104 | 108&102 | 102&101 | 113 | 101&90 | 108&111 | 99&91 | 117&94 | 108&101
Cc1cc(-c2ccccc2)n[nH]1 | 115 | 105 | 105 | 107 | 95 | 105 | nt | 117 | 98
Cn1ccc(-n2nnc(-c3nc4ccccc4[nH]3)c2N)n1 | 110 | 107 | 105 | 95 | 106 | 105 | 95 | 102 | 109
CC(N)c1ccc2ccccc2c1O (centres undefined) | 102 | 109 | 118 | 112 | 106 | 103 | 141 | 121 | 103
CCCNCCS | 104 | 104 | 119 | 124 | 109 | 112 | 116 | 105 | 108
O=C(Nc1ccc(F)cc1)OCCOc1ccc([N+](=O)[O-])cc1 | 102 | 93 | 92 | 121 | nt | 108 | 105 | 124 | 112
O=C(COc1ccccc1)c1ccccc1 | 107 | 103 | 103 | 109 | 104 | 102 | 99 | 119 | 117
O=c1c(/C=C/c2c(O)ccc3ccccc23)nnc2sc(-c3cccc(Br)c3)nn12 | 42 | 41 | 98 | 17 | 48 | 69 | 84 | 80 | 58
CCCC1=CC(=O)N=C2SCC(=O)C12 (centres undefined) | 106 | 108 | 102 | 115 | 92 | 99 | 100 | 110 | 103
Nc1c(C(=O)Nc2ccccn2)sc2nc3c(cc12)CCCCC3 | 53 | 53 | 40 | -3.5* | 45 | 36 | 26 | 13 | 19
Cc1csc(/N=C(N)/N=C(\N)c2cccc(C#N)c2)n1 | 85 | 97 | 106 | nt | 78 | 76 | 69 | 74 | 86
COC(=O)c1ccc[n+](Cc2ccccc2)c1 | 108 | 104 | 108 | 112 | 104 | 95 | 100 | 106 | 103
COc1ccc(C(O)C2=CC(=O)c3ccccc3C2=O)cc1 (centres undefined) | 81 | nt | 112 | 76 | 87 | 107 | 95 | 74 | 82
N#Cc1ccc(NC(=O)CSc2ccc(-c3ccccc3)nn2)cc1 | 68 | 84 | 91 | 98 | 96 | 112 | 93 | nt | 82
O=C(Nc1cccc(N=Cc2ccccc2O)c1)c1ccccc1 | 101 | 103 | 117 | 110 | 109 | 111 | 99 | 104 | 95
O=C(NCc1ccccc1)c1ccccc1 | 101 | 110 | 100 | 103 | 111 | 103 | nt | 134 | 102
COc1ccc(C2=N[C@@H](Cc3ccccc3)C(=O)c3c(nc4ccccn34)N2)cc1 | 101 | 112 | 107 | 110 | 107 | 110 | 112 | 107 | 91
O=C(/C=C/CN1CCCCC1)Nc1cc2c(Nc3ccc(F)c(Cl)c3F)ncnc2cc1OCCOC(F)F | 5.8* | 13 | 35 | 0.4* | -9.9* | -6.2* | -22* | -17* | 19
Nc1nc2c([nH]1)c1[nH]c3ccccc3c1c1[nH]c3ccccc3c21 | 59 | 67 | 86 | 37 | 59 | 86 | 134 | -7.4* | 57
COc1ccc2[nH]c(=O)c(CNc3ccc(Nc4nccc(-c5ccc6ccccc6c5)n4)cc3)cc2c1 | 94 | 88 | 115 | 84 | 73 | 122 | nt | 95 | 103
